From PubChem
MT1-MMP act inh: inhibitors of human MT1-MMP activation; HT1080 RFP-PRO-GFP cells, GFP/RFP ratio fluorescence, overnight; percent of plate control window, DMSO zero; GFP/RFP ratio change, % at 20 µM; 0.061% of 360,000 active; AID 651647;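 active means GFP/RFP ratio change of at least 30% with cell ATP level not reduced by more than half and red fluorescence within 50% of control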; further: strong numbers were not always called active
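Test system: HT1080 cells expressing an RFP-PRO-GFP fluorescent reporter construct / Compound dosing: single-point 20 µM compound, 1% DMSO / Schedule: cells overnight before dosing, compound overnight, 37 °C, 5% CO2 / Evaluation: GFP/RFP fluorescence ratio / Control set: DMSO and RFP-L50D-GFP cell wells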
MsrA inh: inhibitors of bovine MsrA. purified bovine MsrA, absorbance read-out. inhibition, % at 15.5 µM. 0.75% of 360,000 active; in the data active means inhibition above about 4.5%;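 further: 0% = vehicle wells with enzyme and 100% = reference inhibitor wells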
SKN-1 block: inhibitors of C. elegans SKN-1 | C. elegans VP596 Pgst-4::GFP/RFP ratio, acrylamide-induced, 24 h | inhibition, % at 21.8 µM | 0.49% of 360,000 active | AID 624304;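 active means interference check ratio from 0.5 to 1.5 plus GFP to RFP signal ratio inhibition reaching or exceeding a fixed threshold, cut at about 30% in these data, passing the limit was not always enough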; further: some compounds called inactive have numbers as strong as hits
eLon inh: inhibitors of E. coli Lon protease. P0A9M0. purified E. coli Lon protease, fluorescence polarization. inhibition, % at 7.94 µM. 0.42% of 360,000 active; in the data active means inhibition above about 13%, passing the limit was not always enough;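 further: 0% = enzyme with probe and DMSO and 100% = no enzyme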
FAS TE block: FAS thioesterase (human) inhibition | 0.67% of 360,000 active | AID 602261 | inhibition, % at 15 µM | recombinant FAS-TE, OMFH fluorogenic substrate, fluorescence endpoint | P49327;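 active means compounds whose normalised, plate-corrected inhibition of enzyme fluorescence in the single-dose primary screen is 50% or more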;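 further: 0% = DMSO with enzyme and 100% = substrate without enzyme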
Tb MetRS inh: Trypanosoma brucei MetRS inhibition. 0.4% of 360,000 active. inhibition, % at 11.9 µM. AID 624268. purified T. brucei MetRS, ATP depletion, Kinase-Glo luminescence;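 active means inhibition above a per-plate cutoff of the control wells' mean inhibition plus 3 SD, cut at about 5.5% in these data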;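 further: 0% = DMSO wells median and 100% = median of wells with control inhibitor compound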
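Dosing: 11.9 µM compound single dose, 0.9% DMSO; Assay system: purified T. brucei MetRS enzyme; Measured by: Kinase-Glo luciferase luminescence reporting remaining unconsumed ATP; Schedule: 15 min plus 2 h at 25 °C.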
CendR NRP1 mod: NRP-1/CendR interaction modulation. O14786. FAM-RPARPAR peptide binding to NRP-1, fluorescence polarization. inhibition, % at 25 µM. 0.85% of 360,000 active. AID 602438;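 active means inhibition or corrected inhibition above about 18%, plus a signal ratio from 0.5 to 1.5, limit read from the data, passing the limit was not always enough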; further: strong numbers were not always called active
Target sequence (O14786 whole entry, looked up): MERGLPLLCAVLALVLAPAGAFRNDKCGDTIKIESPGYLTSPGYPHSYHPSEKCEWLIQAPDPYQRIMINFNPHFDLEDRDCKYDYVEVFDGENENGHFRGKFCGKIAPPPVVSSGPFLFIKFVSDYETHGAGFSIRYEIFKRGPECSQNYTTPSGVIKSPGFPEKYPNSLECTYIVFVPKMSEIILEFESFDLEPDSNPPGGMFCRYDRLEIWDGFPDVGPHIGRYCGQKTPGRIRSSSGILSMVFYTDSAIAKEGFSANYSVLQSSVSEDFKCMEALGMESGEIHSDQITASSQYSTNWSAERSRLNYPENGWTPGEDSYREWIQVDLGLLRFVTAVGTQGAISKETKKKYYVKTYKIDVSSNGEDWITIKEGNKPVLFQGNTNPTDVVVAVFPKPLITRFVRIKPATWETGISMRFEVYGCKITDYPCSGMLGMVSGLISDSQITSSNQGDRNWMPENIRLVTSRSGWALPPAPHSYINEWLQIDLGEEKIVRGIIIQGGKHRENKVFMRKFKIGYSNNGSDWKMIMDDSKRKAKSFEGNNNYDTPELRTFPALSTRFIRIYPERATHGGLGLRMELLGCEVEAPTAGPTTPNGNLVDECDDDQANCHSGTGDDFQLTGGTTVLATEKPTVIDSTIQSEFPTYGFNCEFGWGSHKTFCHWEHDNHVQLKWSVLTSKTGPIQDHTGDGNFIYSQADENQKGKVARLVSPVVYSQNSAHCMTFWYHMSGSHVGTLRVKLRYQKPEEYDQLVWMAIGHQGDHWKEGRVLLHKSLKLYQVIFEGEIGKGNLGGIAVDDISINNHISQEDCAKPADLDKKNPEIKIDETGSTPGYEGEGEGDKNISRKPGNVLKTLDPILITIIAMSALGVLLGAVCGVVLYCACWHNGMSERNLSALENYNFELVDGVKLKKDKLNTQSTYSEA
bovine MsrA act: activators of bovine methionine sulfoxide reductase A; activation, % at 10.6 µM; 0.3% of 360,000 active; purified bovine MsrA, absorbance read-out; in the data active means activation above about 7.5%;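 further: 0% = vehicle and 100% = reference activator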
PABP1 MLLE inh: blocks PAM2 peptide binding to the PABP1 MLLE domain. P11940. GST-MLLE / FITC-PAM2 fluorescence polarization. inhibition, % at 20 µM. 0.36% of 360,000 active. AID 588489; in the data active means inhibition above about 35%, passing the limit was not always enough;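 further: plate controls were DMSO wells with GST-MLLE for no effect and wells lacking GST-MLLE protein for full effect; some results filed as inactive read as strong as hits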
* marks the source's active call; other numbers are inactive results.

1) COc1ccc(-c2nc3ccc(C(=O)NCCCN4CCOCC4)cc3nc2-c2ccc(OC)cc2)cc1
2) C[C@H](CO)N1C[C@H](C)[C@@H](CN(C)Cc2ccc(Cl)c(Cl)c2)Oc2c(NC(=O)Cc3ccccc3)cccc2C1=O
3) COc1cc(C=NNC(=O)c2ccccc2-n2cccc2)ccc1O
4) O=S(=O)(c1ccc2c(c1)OCCO2)N1CCC(c2nc3ccc(Cl)cc3[nH]2)CC1
5) Cc1cc(-c2ccccc2)c(C#N)c(SCC(N)=O)n1
6) O=C(CCS(=O)(=O)Cc1ccccc1)NCc1ccco1
7) Cn1cnnc1SCc1ccccc1[N+](=O)[O-]
8) CCc1sc(-c2ccccc2)nc1C(=O)OC
Assay by compound	1	2	3	4	5	6	7	8
eLon inh	-6.7	-3.6	7.4	-7.8	4.8	-9.1	-19.8	0.0
MT1-MMP act inh	-0.3	-5.1	1.4	8.4	1.1	5.2	4.5	2.2
SKN-1 block	12.8	1.6	-11.8	5.2	-5.7	0.7	10.7	7.7
PABP1 MLLE inh	-4.5	-0.6	13.9	6.4	-2.0	-1.9	6.5	9.6
FAS TE block	1.0	19.2	-6.0	18.5	-0.1	-7.0	-3.9	9.0
bovine MsrA act	-1.4	-13.3	-10.3	-11.0	-2.0	0.3	-2.7	-2.6
CendR NRP1 mod	1.3	8.6	2.9	16.6	0.9	7.8	2.6	8.0
MsrA inh	1.4	-0.5	2.4	-0.4	0.2	-0.5	2.6	-0.6
Tb MetRS inh	0.7	-0.1	-0.7	11.6*	-1.0	-0.6	0.5	0.1

9) CN1CCN(C(=O)c2ccc(CS(=O)(=O)c3c(Cl)cccc3Cl)o2)CC1
10) CC1=NN(C(=O)CSCc2ccccc2)C(O)(c2ccc(F)cc2)C1 (stereo not given)
11) COc1ccc(NC2CCCN(C(=O)CCCn3cncn3)C2)cc1 (stereo not given)
12) Cc1cccc(N2CCN(C(=O)COc3cccc4c3OC(C)(C)C4)CC2)c1C
13) CCOC(=O)/C(=C/c1c2ccccc2cc2ccccc12)NC(=O)c1ccccc1
14) Cc1cccc(C(=O)NC(=S)N2CCN(C(=S)NC(=O)c3cccc(C)c3)CC2)c1
15) Fc1ccc(C2=Nn3c(nnc3-c3ccco3)SC2)cc1
16) CCCNc1nc2ccccc2c(=O)[nH]1
Assay by compound	9	10	11	12	13	14	15	16
eLon inh	5.1	0.2	-5.6	0.5	1.2	-5.2	1.3	2.1
MT1-MMP act inh	-3.0	6.8	1.1	-0.8	-1.2	8.4	2.0	1.6
SKN-1 block	-22.8	4.0	-2.7	7.8	14.2	-3.1	-5.7	-2.1
PABP1 MLLE inh	-2.8	0.4	11.8	-5.3	-4.5	-26.5	7.8	11.6
FAS TE block	-8.7	-1.1	-4.6	21.8	7.9	-6.2	1.4	-10.3
bovine MsrA act	-2.6	-7.4	2.1	1.2	3.0	-0.3	-8.3	-8.4
CendR NRP1 mod	-4.6	5.5	-10.0	-4.3	-0.7	7.1	6.2	0.6
MsrA inh	-0.7	3.6	-0.3	-1.1	0.0	-0.2	0.3	1.6
Tb MetRS inh	-0.7	-0.9	0.0	-0.1	-0.5	-1.0	0.4	1.8

17) COc1ccc(CCNS(=O)(=O)c2ccc(C(=O)NCc3ccco3)cc2)cc1OC
18) C/C(=N\n1c(C)nc2ccccc2c1=O)c1ccc(N)cc1
19) CC1(C)Oc2cc3oc(-c4cc(O)cc(O)c4)cc3cc2CC1O (stereo not given)
20) CCC1Nc2ncnc(N3CCN(c4ccccc4)CC3)c2N(Cc2ccc(Cl)cc2)C1=O (stereo not given)
21) Cc1cccc(/C=C2\CCC(C3CCCC3)C2=O)c1 (stereo not given)
22) O=C(NNC(=S)Nc1cccc(C(F)(F)F)c1)c1ccncc1
23) Cc1ccc(-n2c(-c3c(-c4ccccc4)noc3C)n[nH]c2=S)cc1
24) C/C(=N\NC(=O)CNc1cccc2ccccc12)c1ccc(Br)s1
25) Nc1[nH]nc2nc(N3CCOCC3)nc(-c3ccccc3)c12
26) CCCCC(c1nc2ccccc2[nH]1)n1c(-c2ccccc2)nc2ccccc21 (stereo not given)
27) Cc1cc(-c2ccc(Cl)cc2)n2nc(N)nc2n1
Assay by compound	17	18	19	20	21	22	23	24	25	26	27
eLon inh	-10.9	-6.0	-6.1	-15.4	0.0	4.0	6.3	4.4	3.2	5.5	-4.1
MT1-MMP act inh	2.8	5.0	-0.1	-2.9	-2.1	0.5	-1.0	2.6	-8.4	-4.0	5.1
SKN-1 block	3.7	-6.4	10.9	15.2	15.6	10.2	-13.9	9.0	8.8	15.9	22.8
PABP1 MLLE inh	-8.7	4.0	2.2	-5.6	3.2	17.4	12.9	-6.7	1.5	2.6	2.5
FAS TE block	-7.1	-7.1	3.9	36.2	10.3	-7.8	-6.9	20.3	-4.0	-4.4	-4.8
bovine MsrA act	-1.9	-1.7	-3.0	-7.8	-5.0	-2.1	-9.1	-2.7	-0.9	-2.9	-10.3
CendR NRP1 mod	6.0	0.4	-4.8	10.5	1.2	3.7	4.3	-3.3	15.0	0.6	-1.6
MsrA inh	-0.3	3.8	4.0	1.2	-1.0	4.8*	0.8	2.5	1.2	-0.2	0.7
Tb MetRS inh	-0.1	-0.3	0.1	-0.4	-0.2	-0.2	-1.4	-0.1	-0.7	0.6	1.0

Structures from the list above with a halogen, in the order listed:
2) C[C@H](CO)N1C[C@H](C)[C@@H](CN(C)Cc2ccc(Cl)c(Cl)c2)Oc2c(NC(=O)Cc3ccccc3)cccc2C1=O
4) O=S(=O)(c1ccc2c(c1)OCCO2)N1CCC(c2nc3ccc(Cl)cc3[nH]2)CC1
9) CN1CCN(C(=O)c2ccc(CS(=O)(=O)c3c(Cl)cccc3Cl)o2)CC1
10) CC1=NN(C(=O)CSCc2ccccc2)C(O)(c2ccc(F)cc2)C1 (stereo not given)
15) Fc1ccc(C2=Nn3c(nnc3-c3ccco3)SC2)cc1
20) CCC1Nc2ncnc(N3CCN(c4ccccc4)CC3)c2N(Cc2ccc(Cl)cc2)C1=O (stereo not given)
22) O=C(NNC(=S)Nc1cccc(C(F)(F)F)c1)c1ccncc1
24) C/C(=N\NC(=O)CNc1cccc2ccccc12)c1ccc(Br)s1
27) Cc1cc(-c2ccc(Cl)cc2)n2nc(N)nc2n1
Assay by compound	2	4	9	10	15	20	22	24	27
eLon inh	-3.6	-7.8	5.1	0.2	1.3	-15.4	4.0	4.4	-4.1
MT1-MMP act inh	-5.1	8.4	-3.0	6.8	2.0	-2.9	0.5	2.6	5.1
SKN-1 block	1.6	5.2	-22.8	4.0	-5.7	15.2	10.2	9.0	22.8
PABP1 MLLE inh	-0.6	6.4	-2.8	0.4	7.8	-5.6	17.4	-6.7	2.5
FAS TE block	19.2	18.5	-8.7	-1.1	1.4	36.2	-7.8	20.3	-4.8
bovine MsrA act	-13.3	-11.0	-2.6	-7.4	-8.3	-7.8	-2.1	-2.7	-10.3
CendR NRP1 mod	8.6	16.6	-4.6	5.5	6.2	10.5	3.7	-3.3	-1.6
MsrA inh	-0.5	-0.4	-0.7	3.6	0.3	1.2	4.8*	2.5	0.7
Tb MetRS inh	-0.1	11.6*	-0.7	-0.9	0.4	-0.4	-0.2	-0.1	1.0
